# Screens: PubChem, Sanford-Burnham Center for Chemical Genomics
# human PMI inhibition = inhibitors of human PMI, primary screen, biochemical, fluorescence intensity, coupled assay (AID 1209); inhibition, % at 20 µM; hits with a dose series show IC50 in µM; purified PMI enzyme, coupled fluorescence intensity; higher % means a stronger effect; 190,000 compounds, 0.42% hits;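 also: plate controls were DMSO vehicle for no effect and wells lacking substrate for full effect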
# TNAP activation fold = human TNAP enzyme activators, primary screen, biochemical, luminescent, no phosphate acceptor, uHTS (AID 1001); purified TNAP, luminescent activation assay, no phosphate acceptor; higher activation fold means a stronger effect; activation fold at 20 µM, or EC50 in µM where a hit was titrated; 200,000 compounds, 0.03% hits; in the data active = activation fold from about 3, or a potency from the dose series; inactive = the rest, 99 in 100 with activation fold below about 1.6; also: many of its hits are not listed in these tables
# PMI inhibition = human PMI inhibitors, high substrate, primary screen, biochemical, fluorescence intensity, high mannose 6-phosphate (AID 1220). recombinant PMI enzyme, coupled fluorescence intensity; higher % means a stronger effect. one-dose inhibition, % at 20 µM; IC50 in µM for titrated hits. 190,000 compounds, 0.66% hits
# LYP inhibition = PTPN22 lymphoid phosphatase activity blockers – biochemical, fluorescence intensity, uHTS (AID 1779) | recombinant LYP phosphatase, fluorescence intensity; higher % means a stronger effect | one-dose inhibition, % at 11.5 µM; IC50 in µM for titrated hits | 290,000 compounds, 0.054% hits;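 also: plate controls were vehicle with enzyme for no effect and no enzyme for full effect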
# NOD1 NF-kB reporter = inhibition of NOD1-driven NF-kB reporter – cell-based, luminescence, uHTS, primary screen (AID 1578); NOD1-driven NF-kB luciferase reporter cells, luminescence; higher % means a stronger effect; inhibition, % at 4 µM; hits with a dose series show EC50 in µM; 290,000 compounds, 1% hits; in the data active = inhibition mostly above about 36%, no sharp cut-off; inactive = mostly below about 34%;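 also: HEK-293T reporter cells stimulated with the NOD1 agonist gamma-tri-DAP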
# KOR beta-arrestin-1 = KOR antagonists, beta-arrestin recruitment, cell-based, luminescence, uHTS (AID 1778) | 290,000 compounds, 0.091% hits | KOR beta-arrestin recruitment, luminescence, antagonist mode; higher % means a stronger effect | inhibition, % at 10 µM, or IC50 in µM where a hit was titrated; also: strong numbers were not always called active
# HEK293 NOD2/NF-kB = inhibition of NOD2-driven NF-kB reporter – cell-based, luminescence, uHTS, HEK293 (AID 1566); 290,000 compounds, 0.63% hits; inhibition, % at 4 µM, or EC50 in µM where a hit was titrated; HEK293 NOD2/NF-kB luciferase reporter, luminescence; higher % means a stronger effect; also: many of its hits are not listed in these tables
# KOR beta-arrestin-2 = KOR agonists, beta-arrestin recruitment, primary screen, cell-based, luminescence, uHTS (AID 1777); KOR beta-arrestin recruitment, luminescence; higher % means a stronger effect; one-dose activation, % at 10 µM; EC50 in µM for titrated hits; 280,000 compounds, 0.02% hits; in the data active = activation above about 50%, passing the limit was not always enough; also: a part of the inactive calls stands beside numbers as strong as those of hits
# XIAP antagonists = XIAP antagonists, biochemical, IAP family, fluorescence polarization (AID 1018). 200,000 compounds, 0.007% hits. XIAP BIR domain, fluorescence polarization peptide displacement; higher % means a stronger effect. displacement, % at 20 µM; hits with a dose series show IC50 in µM; in the data active = displacement above about 50%; also: a part of the inactive calls stands beside numbers as strong as those of hits
# Active calls of the source: *; / = no result given; [ ] = another dose, or the depositor's remark. Rule as the data show it, unless noted: active = inhibition above about 50%; inactive = the rest.
# Abbreviations – A = human PMI inhibition; B = TNAP activation fold; C = PMI inhibition; D = LYP inhibition; E = NOD1 NF-kB reporter; F = KOR beta-arrestin-1; G = HEK293 NOD2/NF-kB; H = KOR beta-arrestin-2; I = XIAP antagonists
CNC(=O)C1CC(=O)N(CCc2ccc(OC)c(OC)c2)C(=Nc2ccc(F)cc2)S1 (configuration not stated)
  A = 4%; B = 1; C = 10%; D = -9%; E = -10%; F = 5%[20 µM]; G = -14%; H = /; I = -1.1%
Cc1cc(C)nc(/N=C2\NC(=O)CC(C(=O)O)N2CCc2c[nH]c3ccccc23)n1 (configuration not stated)
  A = 6%; B = 1.1; C = 12%; D = -9%; E = -4%; F = 12%; G = 12%; H = 0.6%; I = -0.9%
Cc1cccc(C)c1NC(=O)CN(c1ccccn1)S(=O)(=O)c1ccc(F)cc1
  A = -1%; B = 1.1; C = -4%; D = -1%; E = -41%; F = 12%; G = 8%; H = -1.7%; I = 0.2%
CC(=O)c1cccc(N(C(=O)c2ccco2)C(C(=O)NC2CCCC2)c2ccc(N3CCOCC3)cc2)c1 (configuration not stated)
  A = 9%; B = 1.1; C = 0%; D = -5%; E = -33%; F = 0%; G = -34%; H = -1.3%; I = -6.4%
Cc1c(C(=O)Nc2ccc(F)cc2)sc2ncn(CC(=O)N3CCCCC3)c(=O)c12
  A = /; B = /; C = /; D = -10%; E = -26%; F = -40%; G = 12%; H = -6.3%; I = /
COc1cccc(-c2cc(C(=O)N3CCN(c4ccc(F)cc4)CC3)no2)c1
  A = /; B = /; C = /; D = -9%; E = 7%; F = -64%; G = 11%; H = 13%; I = /
COc1cccc(C(=O)c2cn(CC(=O)NCc3ccco3)c3nc(C)ccc3c2=O)c1
  A = /; B = /; C = /; D = -7%; E = -14%; F = -15%; G = 14%; H = 6.8%; I = /
COc1ccc(F)cc1C(=O)C1CCCN(Cc2c(C)n(C)n(-c3ccccc3)c2=O)C1 (configuration not stated)
  A = 11%; B = 1; C = 8%; D = -3%; E = -8%; F = 14%[20 µM]; G = 6%; H = /; I = -9.6%
O=C(OCCN1C(=O)c2cccc3c(N4CCOCC4)ccc(c23)C1=O)c1cccc(Cl)c1
  A = 20%; B = 1; C = 14%; D = -4%; E = -8%; F = -25%; G = 1%; H = -1.2%; I = -4.4%
Cc1cc(Br)c2[nH]cc(CCNC(=O)c3ccco3)c2c1
  A = /; B = /; C = /; D = -9%; E = -32%; F = -63%; G = 4%; H = 7.7%; I = /
Cc1ccc(S(=O)(=O)C2(C(=O)N3CCCC(C)C3)CC2)cc1 (configuration not stated)
  A = -1%; B = 1.1; C = 0%; D = -6%; E = 0%; F = 5%; G = 12%; H = 1.2%; I = -4.1%
COC(=O)c1ccc(NC(=O)CCn2cccc2)cc1
  A = 6%; B = 1.1; C = 3%; D = -8%; E = -1%; F = 14%; G = -10%; H = -5.0%; I = -4.6%
CCSCc1nnc(SCC(=O)Nc2cccc(SC)c2)n1C
  A = 16%; B = 1; C = 18%; D = -6%; E = 11%; F = -18%; G = 20%; H = -1.4%; I = -9.9%
Cc1ccc(CNC(=O)Cn2cncn2)cc1
  A = -3%; B = 1.1; C = -6%; D = -6%; E = 9%; F = -20%; G = 15%; H = 0.2%; I = -4.6%
S=c1[nH]nc(CSc2nc3ccccc3s2)n1Cc1ccccc1
  A = -6%; B = 0.7; C = -6%; D = -2%; E = -3%; F = -41%; G = 15%; H = 11%; I = -3.1%
Cc1ccc(CNC(=O)Cn2cnc(S(=O)(=O)N3CCCCC3)c2)o1
  A = /; B = /; C = /; D = -18%; E = -2%; F = -23%; G = 12%; H = -5.2%; I = /
CCOc1ccc(C(=O)Cn2cnnc2C#N)cc1
  A = /; B = /; C = /; D = -4%; E = -32%; F = -6%; G = -13%; H = -0.5%; I = /
COc1cc(/C=C2\C(C)=C(C#N)c3nc(N)c(C#N)c(C)c32)ccc1OCC(=O)O
  A = /; B = /; C = /; D = -5%; E = 5%; F = 15%; G = 28%; H = 1.4%; I = /
Cc1c(/C(O)=C2/C(=O)C(=O)N(CCN3CCOCC3)C2c2ccccn2)cnn1-c1ccccc1 (configuration not stated)
  A = -37%; B = 1.2; C = -8%; D = -6%; E = 36%; F = 2%[20 µM]; G = 57%*; H = -5.2%; I = -6.5%
Cc1cc(NC(=O)CN2C(=O)NC3(CCC(C)CC3)C2=O)no1 (configuration not stated)
  A = 4%; B = 1; C = -2%; D = -4%; E = -23%; F = 4%; G = 18%; H = -0.3%; I = -2.6%
Nc1nccc(/C=C/c2c(F)cccc2Cl)n1
  A = 0%; B = 1; C = -14%; D = 5%; E = -3%; F = 4%[20 µM]; G = -11%; H = -1.1%; I = -2.2%
COc1ccc(C(=O)Cc2nnc(C)s2)c(OC)c1
  A = 7%; B = 1; C = 20%; D = 6%; E = -53%; F = 13%; G = -15%; H = 4.3%; I = 3.2%
CCN1CNC(=S)N(c2ccccc2OC)C1
  A = 7%; B = 1; C = 0%; D = -9%; E = 31%; F = 11%; G = 3%; H = 1.2%; I = -8.6%
CC1(C)CC(=O)c2cnc(N3CCN(c4ccccc4)CC3)nc2C1
  A = -1%; B = 1; C = 10%; D = -5%; E = 26%; F = 7%; G = 18%; H = 1.9%; I = -3.7%
Cc1ccc(CNC(=O)Nc2ccc3c(c2)N(C)C(=O)CS3)cc1
  A = -4%; B = 1.2; C = -3%; D = 1%; E = -20%; F = -1%; G = 14%; H = -3.0%; I = -12%
CC(C)(C)S(=O)c1cccs1 (configuration not stated)
  A = 3%; B = 1.2; C = -5%; D = -2%; E = 2%; F = 38%; G = 8%; H = -9.6%; I = -3.0%
CCOc1ccc(N2C(=O)CSC23CCCCC3)cc1
  A = 3%; B = 1.1; C = 0%; D = -8%; E = 26%; F = -44%; G = 1%; H = 0.1%; I = -5.1%
O=C(N/C(=C/c1ccc(Cl)cc1)C(=O)N1CCCC1)c1ccccc1
  A = /; B = /; C = /; D = -9%; E = 10%; F = 10%; G = 9%; H = -2.5%; I = /
COC(=O)c1cc(S(=O)(=O)N2CCN(c3ccccc3F)CC2)c[nH]1
  A = /; B = /; C = /; D = 1%; E = 7%; F = -26%; G = 26%; H = -0.8%; I = /
N#CC1=C(N)N(c2ccc(Oc3ccccc3)cc2)C(=O)C1
  A = 19%; B = 1.1; C = 19%; D = 2%; E = -44%; F = 16%; G = -7%; H = -1.9%; I = 2.6%

# An excerpt of these results, with two lines to a compound.
# The line under a structure holds: human PMI inhibition | TNAP activation fold | PMI inhibition | LYP inhibition | NOD1 NF-kB reporter | KOR beta-arrestin-1 | HEK293 NOD2/NF-kB | KOR beta-arrestin-2 | XIAP antagonists
S=c1[nH]nc(CSc2nc3ccccc3s2)n1Cc1ccccc1
→ -6% | 0.7 | -6% | -2% | -3% | -41% | 15% | 11% | -3.1%
CC(=O)c1cccc(N(C(=O)c2ccco2)C(C(=O)NC2CCCC2)c2ccc(N3CCOCC3)cc2)c1 (configuration not stated)
→ 9% | 1.1 | 0% | -5% | -33% | 0% | -34% | -1.3% | -6.4%

# Continuation:
# Abbreviations – A = human PMI inhibition; B = TNAP activation fold; C = PMI inhibition; D = LYP inhibition; E = NOD1 NF-kB reporter; F = KOR beta-arrestin-1; G = HEK293 NOD2/NF-kB; H = KOR beta-arrestin-2; I = XIAP antagonists
CCCC1=Nc2cc(C(=O)N3CCCC3)ccc2Sc2ccc(C)cc21
  A = /; B = /; C = /; D = -5%; E = 24%; F = 27%; G = 6%; H = 27%; I = /
Brc1cc2c(cc1/C=N/Nc1nc3ccccc3s1)OCO2
  A = 13%; B = 1.2; C = 4%; D = -2%; E = -14%; F = -13%; G = -39%; H = -0.5%; I = -4.8%
CCN1/C(=C/c2ccc3ccc(C)cc3[n+]2CC)Sc2ccccc21
  A = 18%; B = 0.8; C = -2%; D = 5%; E = -25%; F = 20%; G = 20%; H = 3.6%; I = -4.0%
O=C1COc2ccc(S(=O)(=O)N3CCCCC3)cc2N1
  A = /; B = /; C = /; D = -9%; E = 5%; F = 1%; G = 17%; H = -3.2%; I = /
CCC(c1nnc(SCC(=O)NCCc2ccc(Cl)cc2Cl)o1)N(C)C (configuration not stated)
  A = -4%; B = 1.1; C = 9%; D = -6%; E = -18%; F = -16%; G = 12%; H = -8.0%; I = -2.1%
CCOCCCNC(=S)N(Cc1ccccc1)Cc1nc2ccccc2c(=O)[nH]1
  A = 23%; B = 1.1; C = 8%; D = -7%; E = 22%; F = -9%; G = 2%; H = 7.1%; I = -8.7%
CCOc1ccc(OCC)c(NC(=O)CSc2nnnn2CC)c1
  A = 4%; B = 1.1; C = 4%; D = 0%; E = -31%; F = 2%; G = 3%; H = -2.8%; I = -8.2%
CCOC(=O)CC(=O)Nc1nnc(C(C)C)s1
  A = -13%; B = 1.1; C = -9%; D = -12%; E = -13%; F = -35%; G = -18%; H = 1.8%; I = -2.7%
CC(c1ccco1)N(C(=O)c1cc(Cl)cc(Cl)c1)c1ccccn1 (configuration not stated)
  A = /; B = /; C = /; D = -8%; E = -7%; F = 6%; G = 23%; H = -2.4%; I = /
Cc1ccccc1N1C(=O)C2ON(c3ccccc3)C(c3cccnc3)C2C1=O (configuration not stated)
  A = 6%; B = 1.2; C = 8%; D = -12%; E = -6%; F = -51%; G = -2%; H = -5.8%; I = 1.0%
O=C(COC(=O)Cc1ccc(Br)cc1)NC1CCCCCC1
  A = 8%; B = 1.1; C = 2%; D = 1%; E = -25%; F = 8%; G = 16%; H = -4.9%; I = -0.3%
COc1ccc(NC(=O)c2cccc(-n3c(C)ccc3C)c2)c(OC)c1
  A = -3%; B = 1.1; C = 7%; D = 0%; E = -17%; F = -3%; G = -13%; H = -0.3%; I = -3.4%
Cc1ccc(C(=O)COC(=O)C2CC(=O)N(c3nc(-c4ccccc4)cs3)C2)cc1C (configuration not stated)
  A = 2%; B = 1.1; C = 1%; D = -4%; E = -11%; F = -24%; G = 13%; H = 0.1%; I = -6.2%
Cn1c(CNS(=O)(=O)c2ccc(Br)cc2)n[nH]c1=S
  A = -12%; B = 0.8; C = -7%; D = -3%; E = 32%; F = -12%; G = 5%; H = 4.0%; I = 0.5%
CC(C)c1cccc(C(C)C)c1NC(=O)COC(=O)c1ccc2c(c1)S(=O)(=O)c1ccccc1C2=O
  A = 2%; B = 1; C = 2%; D = -3%; E = 8%; F = -9%; G = 14%; H = 7.5%; I = -3.3%
CCN(CC)CCC(c1ccc(N(C)C)cc1)c1c(OC)cc(OC)c2ccc(=O)oc12 (configuration not stated)
  A = /; B = /; C = /; D = -8%; E = -11%; F = -14%; G = 15%; H = -0.2%; I = /
Nn1c(SCc2nc3ccccc3[nH]2)nnc1-c1cccnc1
  A = 5%; B = 1.1; C = 7%; D = -10%; E = 11%; F = -16%; G = 15%; H = -3.0%; I = -4.0%
CCN(CC)CCN1C(=O)C(=O)/C(=C(/O)c2c(C)[nH]c(C(=O)OC)c2C)C1c1ccco1 (configuration not stated)
  A = -7%; B = 1.1; C = 4%; D = -2%; E = -7%; F = -27%; G = 6%; H = 0.7%; I = -2.7%
COc1ccc2nc3oc(C(=O)NCCCOC(C)C)cc3cc2c1
  A = /; B = /; C = /; D = -18%; E = 6%; F = 25%; G = 34%; H = -1.1%; I = /
COc1ccc(C(=O)Cc2ccc(OC)c(OC)c2)cc1
  A = -6%; B = 1.1; C = -4%; D = -6%; E = -29%; F = -41%; G = -10%; H = 3.5%; I = -7.1%
O=C(CCC(=O)N1CCSc2ccccc21)NC1CCCCC1
  A = /; B = /; C = /; D = -11%; E = -25%; F = 23%[20 µM]; G = 5%; H = -1.2%; I = /
COC(=O)c1cnn(-c2ccccc2)c1C(OC)OC
  A = /; B = /; C = /; D = -9%; E = 7%; F = -12%; G = 6%; H = /; I = /

# Only part of the results is shown. The share of hits here may be higher or lower than overall.
